Screening data (PubChem)
Tb PFK block: blocks T. brucei phosphofructokinase; O15648; T. brucei PFK, ADP-Glo luminescence; Potency, µM (highest dose often 57.5 µM), without a hit: at the top dose activity, negative = inhibition, most hits filed as inhibitors; actives 0.17% (n = 330,000); AID 485367;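 further: potency means the concentration at half of the fitted maximal effect; 0% = uninhibited 1x PFK enzyme wells and -100% = no-enzyme wells; nearly all actives have a fitted effect of over 60% in size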
Target sequence (O15648 whole entry, looked up): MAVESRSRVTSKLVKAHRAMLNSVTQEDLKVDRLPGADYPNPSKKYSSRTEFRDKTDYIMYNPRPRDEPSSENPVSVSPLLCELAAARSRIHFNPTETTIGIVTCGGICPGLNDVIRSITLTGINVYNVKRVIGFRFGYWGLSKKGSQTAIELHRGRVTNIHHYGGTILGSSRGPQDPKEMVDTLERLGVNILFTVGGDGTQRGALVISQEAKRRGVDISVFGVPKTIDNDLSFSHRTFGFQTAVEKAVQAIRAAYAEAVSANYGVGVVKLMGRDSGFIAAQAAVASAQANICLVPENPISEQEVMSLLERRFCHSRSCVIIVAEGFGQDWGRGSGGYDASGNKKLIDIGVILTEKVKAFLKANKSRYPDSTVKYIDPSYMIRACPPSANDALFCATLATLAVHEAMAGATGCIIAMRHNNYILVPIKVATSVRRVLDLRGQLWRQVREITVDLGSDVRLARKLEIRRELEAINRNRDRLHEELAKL
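PFK 1.25 nM, F6P 0.5 mM, ATP 0.1 mM, 0.1 M TEA pH 8.0, 5 mM MgCl2, 0.01% Tween20, 0.1% BSA; 45 min RT. ADP-Glo readout. qHTS titration up to 57 uM; curves fitted, compounds curve-classed.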
FLuc modulator: inhibits or activates purified firefly luciferase, miR-21 counter-screen; P08659; purified FLuc, Km substrates, luminescence inhibition; Potency, µM (titrated, usually from 57.5 µM), for the others: at the top dose activity change, negative = inhibition, hits mostly inhibitors; actives 6.9% (n = 360,000); AID 588342;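 further: potency means the concentration at half of the fitted maximal effect; plate controls were vehicle for no effect and reference inhibitor for full effect; nearly all actives have a fitted effect of over 55% in size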
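Biochemical qHTS of compounds, final roughly 60 µM downward over six points, against 10 nM purified firefly luciferase using Km concentrations of substrates (10 uM D-luciferin, 10 uM ATP) in Tris acetate pH 7.5 buffer; luminescence output.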
uPA surface inh: inhibitors of cell surface uPA generation; cell surface uPA generation assay, qHTS; Potency, µM (highest dose often 38.3 µM), for the others: top-dose activity change, negative = inhibition, usual class: inhibitors; actives 0.31% (n = 330,000); AID 540303; active means well fitted inhibition curve with a large enough effect; inconclusive means small, poorly fitted or top-dose-only effect; inactive means no such curve, though single readings can be large or run the other way; tested in mouse RAW 264.7 cells; further: potency means the concentration at half of the fitted maximal effect; on the % scale 0 is the no-effect control and ±100 the full control effect; nearly all actives have a fitted effect of over 55% in size
RORgamma inh: blocks mouse ROR gamma transcriptional activity; Drosophila S2 Gal4-RORgamma UAS-luciferase reporter, 20 h; actives 5.4% (n = 310,000); P51450; Potency, µM (titrated, usually from 53.6 µM), inactives show at the highest dose activity change, negative = inhibition, actives largely listed as inhibitors; further: potency means the concentration at half of the fitted maximal effect; on the % scale 0 is the no-effect control and ±100 the full control effect; nearly all actives have a fitted effect of over 60% in size
Target sequence (P51450 whole entry, looked up, the tested form may be a part): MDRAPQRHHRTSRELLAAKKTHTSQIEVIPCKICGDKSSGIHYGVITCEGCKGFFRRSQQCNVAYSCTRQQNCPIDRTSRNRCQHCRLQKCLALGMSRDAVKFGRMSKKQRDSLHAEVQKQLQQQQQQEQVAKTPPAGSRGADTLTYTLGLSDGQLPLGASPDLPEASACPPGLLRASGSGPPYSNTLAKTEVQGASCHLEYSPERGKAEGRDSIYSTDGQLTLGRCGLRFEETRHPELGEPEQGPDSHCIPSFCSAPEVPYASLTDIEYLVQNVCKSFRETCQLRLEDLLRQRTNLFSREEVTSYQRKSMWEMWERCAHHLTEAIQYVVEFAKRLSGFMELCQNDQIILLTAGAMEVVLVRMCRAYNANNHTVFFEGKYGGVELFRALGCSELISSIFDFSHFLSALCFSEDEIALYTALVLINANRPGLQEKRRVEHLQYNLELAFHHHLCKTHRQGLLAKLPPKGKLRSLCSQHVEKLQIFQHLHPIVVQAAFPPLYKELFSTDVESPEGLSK
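Using a luciferase readout, inhibitors were identified by reduced reporter activity in Drosophila cells coexpressing a copper-inducible Gal4–ROR gamma fusion and UAS-driven Photinus luciferase, incubated 20 hr after 700 uM copper sulfate.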
Gal4-VP16 FLuc: counter-screen for ROR gamma inhibitors: Gal4-VP16 reporter. Drosophila S2 Gal4-VP16 UAS-luciferase, luminescence, 20 h. Potency, µM (series often up to 53.6 µM), without a hit: top-dose activity, negative = inhibition, hits mostly inhibitors. actives 3.5% (n = 310,000);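 further: Gal4-VP16 expression switched on by copper sulfate through the metallothionein promoter; potency means the concentration at half of the fitted maximal effect; on the % scale 0 is the no-effect control and ±100 the full control effect; nearly all actives have a fitted effect of over 50% in size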
KCNH2 3.1 block: inhibitors of human KCNH2 3.1 potassium channel isoform. U2OS KCNH2 3.1, thallium flux FluxOr; active compounds read low. activity change, % (tested at about 1.8 µM). actives 0.95% (n = 340,000);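 active means maximum activity change below -70%; inconclusive means maximum activity change from -70% to -50%; inactive means maximum activity change above -50%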;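 further: thallium influx rate constant from kinetic fluorescence after stimulation buffer; on the % scale 0 is the no-effect control and ±100 the full control effect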
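Steps: virus added to U2OS suspension (4 h, RT, dark); medium with 10% FBS added, cells plated, 37 C overnight; FluxOr/Red40 loading buffer 45 min RT; stimulation buffer, 2 min kinetic read; rate constant normalized.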
ELG1 genotoxic: inducers of genotoxicity in HEK293T ELG1-luciferase cells; Potency, µM (top dose mostly 46 µM), for inactives: at the highest dose activity change, positive = activation, usual class: activators; actives 1.3% (n = 330,000); HEK293T ELG1-luciferase reporter, luminescence, 16 h; AID 504466; further: potency means the concentration at half of the fitted maximal effect; % of control where 0% means no effect; nearly all actives have a fitted effect of over 60% in size
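Step 1: seed 2,000 HEK293T ELG1-luciferase cells per well. Step 2: add compound or DMSO, incubate 16 hr at 37 °C. Step 3: ONE-Glo, 30 min at room temperature, read luminescence.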
NPC1 prom act: activates the NPC1 promoter; Huh7 NPC1 promoter luciferase reporter, 24 h; Potency, µM (doses to about 9.22 µM), for the others: at the top dose activation, usual class: activators; actives 2.4% (n = 320,000); AID 485313;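 further: potency means the concentration at half of the fitted maximal effect; % of control where 0% means no effect; nearly all actives have a fitted effect of over 60% in size; reporter is driven by a mutant NPC1 promoter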
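Readout is luciferase luminescence, reflecting NPC1 promoter activation in stably transfected Huh7 cells after 24 h compound exposure at 37 °C in reduced-serum medium with 10% FBS.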
Rab9 prom act: activates the Rab9 promoter; Potency, µM (top dose mostly 9.22 µM), for the others: top-dose activation, negative = inhibition, most hits filed as activators; Huh7 Rab9 promoter-luciferase reporter, luminescence, 24 h; actives 2.8% (n = 320,000); AID 485297; further: potency means the concentration at half of the fitted maximal effect; % of control where 0% means no effect; nearly all actives have a fitted effect of over 60% in size
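Cell-based reporter: Huh7 stable for Rab9 promoter-driven luciferase, plated in reduced-serum medium with 10% FBS at 1500 cells/well, compound-treated 24 h at 37 °C, luminescence read after 10 min reagent.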
FBPA coupling cs: coupling enzyme interference in Giardia aldolase counter-screen; actives 0.67% (n = 290,000); coupling enzyme system counterscreen, AmpLite Red fluorescence; AID 2472; activity change, negative = inhibition, % at 58.2 µM, hits read low; in the data active means activity change below about -30%; further: on the % scale 0 is the no-effect control and ±100 the full control effect
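Coupling enzymes only (glyceraldehyde-3-phosphate) + compound, at 57.5 uM final, 10 min RT; add substrate/coupling/AmpLite Red mix, 20 min RT; fluorescence ex 525/em 598 nm. Actives flag coupling-system interference.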
Giardia killer: Giardia lamblia killing | activity change, % at 7.66 µM, hits read low | Giardia lamblia trophozoite viability | actives 0.15% (n = 340,000); in the data active means activity change below about -80%; inconclusive means between about -30% and that limit;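 further: parasites exposed to compound for two days anaerobically before the ATP read; on the % scale 0 is the no-effect control and ±100 the full control effect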
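Luminescence from cellular ATP indicates surviving trophozoites (100 cells/well) following 48 hrs anaerobic compound treatment at 37 deg C; signal develops 15-30 min at room temperature.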
An asterisk follows results filed as active; ? = inconclusive; / = no result given; [ ] = remark or other dose. Unless noted, the call rests on the fitted dose curve; in most records, active means well fitted curve in the direction sought with a large enough effect; inconclusive means small, poorly fitted or top-dose-only effect, or another doubt; inactive means no such curve, though single readings can be large; an effect the other way counts as inactive or inconclusive. Rows were taken by chance; about 14% have a hit in one of these screens.

SMILES | Tb PFK block | FLuc modulator | uPA surface inh | RORgamma inh | Gal4-VP16 FLuc | KCNH2 3.1 block | ELG1 genotoxic | NPC1 prom act | Rab9 prom act | FBPA coupling cs | Giardia killer
COCCNC(=O)CCCn1c(=O)c2cc(OC)c(OC)cc2n(CC(=O)c2ccccc2)c1=O | -9% | -4% | 2% | 6% | 6% | 4 | -1% | -6% | 0% | 0 | -12
Cc1cccc(NC(=O)c2ccccn2)c1C | 0% | ? | -4% | 40% | 6% | -8 | 16% | ? | 3.5µM* | -2 | 7
CC1CCCCC12NC(=O)N(CC(=O)NCc1ccccc1)C2=O (stereo not given) | 0% | / | 1% | / | / | -6 | 3% | / | / | / | -6
Cc1ccc(NC(=O)CCc2nnc3ccc(N4CCN(C)CC4)nn23)cc1F | 2% | 4% | 7% | 2% | 19% | 8 | 0% | -1% | 0% | 0 | -15
COc1cccc(NC(=O)c2cccc(Cl)c2)c1 | -6% | 3.4µM* | ? | / | / | -15 | 2.1µM* | 2.5µM* | 2µM* | / | -27
COc1cccc(/C=C2\SC(=S)N(CCC(=O)Nc3ccc(O)cc3)C2=O)c1 | 4% | ? | ? | -7% | 22% | -5 | ? | 0% | 1% | 0 | 15
COc1ccc(C(C#N)N2N=C(C)CC2c2ccccc2)cc1OC (stereo not given) | -2% | 1% | -7% | -38% | -3% | 3 | 1% | -1% | 4% | 0 | -16
COCCCn1c(=O)c2ccccc2n(CC(=O)NC2CCCCC2)c1=O | -2% | 0% | 0% | 30% | 3% | -12 | -3% | 0% | -1% | -1 | -4
CCn1cc(CN2CCN(CCc3ccccc3)C(CCO)C2)c(C)n1 (stereo not given) | 5% | 5% | 4% | -11% | -6% | -13 | 0% | 0% | 10% | 1 | 5
COc1ccccc1CC(=O)Nc1cccc2c1CCCC2 | 3% | -2% | -1% | 3% | 1% | -4 | 3% | -7% | -4% | 5 | 7
O=C(CSc1cccc2cccnc12)NCc1ccco1 | -6% | -7% | -3% | ? | ? | -2 | 1% | 0% | 7% | -12 | 1
CC(=O)Nc1ccc(NC2=C/C(=N/S(=O)(=O)c3cccs3)c3ccccc3C2=O)cc1 | -8% | ? | -12% | 7.1µM* | 5µM* | -5 | -16% | -35%[inhibitor] | -47%[inhibitor] | -35* | -13
CC1(C)CC[C@]2(C(=O)O)CC[C@]3(C)C(=CC[C@@H]4[C@@]5(C)CC[C@H](O[C@@H]6O[C@H](C(=O)O)[C@@H](O)[C@H](O[C@@H]7OC[C@H](O)[C@H](O)[C@H]7O)[C@H]6O)C(C)(C)[C@@H]5CC[C@]43C)[C@@H]2C1 | ? | / | ? | / | / | 10 | -10% | / | / | / | -14
CCc1nnc(NC(=O)C2CCN(S(=O)(=O)Cc3ccccc3)CC2)s1 | -2% | -3% | -2% | ? | -7% | -8 | -2% | -5% | -3% | 1 | 9
Cc1oncc1C(=O)Nc1ccc2ccccc2c1 | 1% | 19µM* | ? | / | / | -22 | ? | ? | ? | -1 | -4
C=CCOc1ccc(CNCCO)cc1OCC | 0% | 0% | 4% | -7% | ? | 17 | 2% | -1% | 4% | 3 | 2
N#Cc1cccc(NCC(=O)Nc2cccc(S(=O)(=O)N3CCCCC3)c2)c1 | -28% | -13% | 12% | / | / | 1 | -5% | -2% | -5% | / | 2
Cc1ccc(C2C(C=Nc3c(C)n(C)n(-c4ccccc4)c3=O)=C(c3ccccc3)Oc3ccccc32)cc1 (stereo not given) | 6% | 0% | 8% | 0% | -9% | -7 | -7% | -2% | -1% | -2 | -25
CC1=C([N+](=O)[O-])C(c2ccc(O)c(O)c2)NC(=O)N1 (stereo not given) | -16% | -1% | 4% | -3% | 7% | 11 | -3% | -2% | 6%[1.84 µM] | -3 | -15
Cc1ccc(-c2cc(-c3n[nH]c(=S)n3C)c3ccccc3n2)cc1 | 25% | 11µM* | -5% | 1.3µM* | -14% | 7 | 4% | -1% | -8% | -1 | 12
CC(=O)Nc1ccc(S(=O)(=O)N2CCN(c3nnnn3-c3ccccc3)CC2)cc1 | 1% | 1% | 3% | 8% | -18% | -4 | ? | 1% | -6% | -2 | 11
COc1cc(OC)cc(-c2nnc(SCC(=O)Nc3ccc(C(=O)O)cc3)s2)c1 | -1% | ? | 3% | 12% | -2% | -4 | -1% | -4% | 2% | 12 | 19
CN1CCN(c2ncc3c(n2)CC(c2ccccc2F)CC3=O)CC1 (stereo not given) | -4% | -3% | -2% | -14% | 3% | -8 | -1% | -2% | -4% | 2 | -13
COc1ccc2c(c1)NC1(O)c3ccccc3C(=O)C21O (stereo not given) | 1% | 1% | 10% | 12% | -5% | 18 | -2% | -1% | -2% | 2 | -1
Cc1ccccc1C(=O)O/N=C(\N)c1ccc([N+](=O)[O-])cc1 | 2% | 19µM* | -2% | -18% | ? | -21 | ? | ? | ? | 0 | -19
COc1ccc(/C(=C/Nc2cccc(Br)c2)C(C)=O)cc1OC | -3% | -2% | -6% | -8% | -13% | 10 | 6% | 0% | -4% | 1 | -7
COCCn1c(SCC(=O)Nc2cc(C)on2)nnc1C(C)C | 3% | 0% | -3% | -30% | 1% | 0 | -2% | -8% | 0% | 2 | 18
Cc1nnc(NCc2ccco2)s1 | -3% | -1% | 0% | 5% | 1% | -3 | 4% | 7% | -1% | / | -1
N#C/C(=C/c1cn(-c2ccccc2)nc1-c1cccc(OCc2ccc(F)cc2)c1)C(=O)NCCCn1ccnc1 | 0% | ? | -5% | ? | 11µM* | -92* | -7% | -1% | -3% | -4 | -9
O=C1OC(c2ccccc2)=N/C1=C\C=C\c1ccco1 | -11% | 4.8µM* | -3% | -1% | 0% | -6 | -1% | -2% | 1% | 4 | -12
COc1cccc(N(C(=O)c2ccn[nH]2)C2(C(=O)Nc3c(C)cccc3C)CCCCC2)c1 | 2% | -2% | -1% | 37% | 11% | 4 | -1% | -4% | -6% | 1 | 5
Cc1c(Cl)cccc1Nc1nc(N)nc(CSCCO)n1 | 0% | 2% | -9% | ? | ? | -9 | -2% | 2% | -2% | 3 | -6
Cc1ccc(CCNC(=O)C2CC(c3cccc(F)c3)=NO2)cc1 (stereo not given) | -1% | -3% | -5% | 14% | 3% | -11 | 5% | -14% | -11% | -6 | 6
O=C(CN1CCOCC1)Nc1ccc(NC(=O)c2ccccc2F)cc1 | 3% | 2% | 3% | -18% | 2% | 18 | 1% | -2% | -4% | 0 | -4
CCC1(C(=O)OC)NC(c2ccco2)C2C(=O)N(c3ccc(F)cc3)C(=O)C21 (stereo not given) | -1% | -2% | 2% | 13% | 2% | 0 | 1% | -3% | -7% | 3 | -7
CCc1ccc(CNC(=O)C2CCCN(c3nn4c(=O)cc(C)nc4s3)C2)cc1 (stereo not given) | 3% | 7% | 4% | -39% | 0% | 0 | 4% | -2% | 1% | 1 | 15
Cc1cc(Nc2cccc(Cl)n2)n(-c2ccccc2)n1 | 0% | -2% | 5% | 17% | 7% | 18 | 2% | -2% | -8% | 0 | 3
CCOc1ccccc1OCC(=O)Nc1ccc(S(=O)(=O)Nc2nc(C)cc(C)n2)cc1 | 0% | 11% | / | -1% | 4% | 2 | 2% | -4% | -4% | 5 | 8
CC(=O)OCc1cc(-c2nc3ccccc3[nH]c2=O)nn1-c1ccc(Cl)cc1 | 0% | 2% | -11% | 0% | 3% | 1 | -3% | -6% | -1% | 0 | -1
COC(=O)C1=NN(C(=O)c2ccccc2)C(O)(c2ccc([N+](=O)[O-])cc2)C1 (stereo not given) | 3% | 24µM* | -5% | 5µM* | 7.1µM* | 6 | -1% | -2% | 0% | 4 | 1
Cn1c(=O)c2c(nc(N3CCCCC3)n2CC(O)COc2ccccc2)n(C)c1=O (stereo not given) | -4% | 6% | 7% | 35% | -8% | -16 | -5% | 2% | 0% | 2 | -4
CCOC(=O)c1ccc(/C=C2/C=C(c3ccccc3)N(c3ccc(Cl)c(C(=O)O)c3)C2=O)cc1 | -2% | ? | -10% | ? | -26% | -1 | -8% | -22% | -21% | 7 | -14
CS(=O)(=O)N(CC(=O)NCc1ccco1)c1cccc([N+](=O)[O-])c1 | 1% | -2% | ? | -7% | 4% | -20 | -2% | -1% | -3% | 0 | -30

Record cards, as listed above. Values in the order: Tb PFK block	FLuc modulator	uPA surface inh	RORgamma inh	Gal4-VP16 FLuc	KCNH2 3.1 block	ELG1 genotoxic	NPC1 prom act	Rab9 prom act	FBPA coupling cs	Giardia killer
COc1ccc(C(C#N)N2N=C(C)CC2c2ccccc2)cc1OC (stereo not given) reads -2%	1%	-7%	-38%	-3%	3	1%	-1%	4%	0	-16
COc1ccc(/C(=C/Nc2cccc(Br)c2)C(C)=O)cc1OC reads -3%	-2%	-6%	-8%	-13%	10	6%	0%	-4%	1	-7
